High-throughput results from PubChem.
PAD4 inh = inhibitors of human PAD4; AID 485272; 0.41% of 330,000 active; inhibition, % at 6.36 µM; recombinant PAD4, RCA probe fluorescence polarization; Q9UM07;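 active = percent inhibition above a cutoff equal to the mean of all tested compounds plus 3 SD, cut at about 15% in these data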;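 note: 0% = PAD4 with RCA probe and DMSO and 100% = probe without PAD4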
PAFAH1B3 inh = inhibitors of human PAFAH1B3. Q15102. recombinant PAFAH1B3, FP-rhodamine probe, fluorescence polarization. inhibition, % at 3.39 µM. 0.28% of 340,000 active. AID 492972;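 active = inhibition above the screen-wide average of all tested compounds plus 3 SD, cut at about 25% in these data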;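 note: 0% = enzyme with DMSO only and 100% = wells lacking PAFAH1B3 protein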
PAFAH1B2 FP inh = inhibitors of human PAFAH1B2; recombinant PAFAH1B2, FP-rhodamine activity probe, fluorescence polarization; inhibition, % at 3.39 µM; 1.2% of 340,000 active; AID 492953;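 active = inhibition above the mean of all tested compounds plus 3 SD, cut at about 24% in these data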;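 note: 0% = enzyme with DMSO and 100% = wells lacking PAFAH1B2; many of its hits are not listed in these tables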
LYPLA1 counter = blocks human lysophospholipase 1, a PME1 counter-screen; AID 2174; O75608; inhibition, % at 5.9 µM; recombinant LYPLA1, FP-Rh probe fluorescence polarization; 0.16% of 320,000 active;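 active = inhibition above the mean of all tested compounds plus 3 SD, set per campaign, cut at about 14% in these data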;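 note: inhibitors block serine hydrolase probe labeling of LYPLA1 so polarization falls; 0% = enzyme with DMSO and 100% = wells lacking LYPLA1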
PAFAH2 inh = PAFAH2 (human) inhibition; Q99487; recombinant PAFAH2, FP-rhodamine activity probe, fluorescence polarization; inhibition, % at 3.39 µM; 0.99% of 340,000 active; AID 492956;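 active = inhibition above the mean over all tested compounds plus 3 SD, cut at about 30% in these data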;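 note: inhibitors block probe labeling of enzyme so polarization drops; 0% = enzyme with DMSO and 100% = wells lacking PAFAH2 protein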
PME-1 primary = PME-1 (human) inhibition; inhibition, % at 5.9 µM; recombinant PME-1, FP-Rh probe fluorescence polarization; 0.53% of 320,000 active; AID 2130; Q9Y570;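 active = inhibition above the campaign mean of all compounds plus 3 SD, cut at about 26% in these data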;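 note: competitive labeling of PME-1 active site by serine hydrolase directed probe; 0% = PME-1 with DMSO and 100% = wells lacking PME-1 enzyme; inhibitors block probe labeling so polarization falls and inhibition rises; many of its hits are not listed in these tables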
Target sequence (Q9Y570 whole entry, looked up): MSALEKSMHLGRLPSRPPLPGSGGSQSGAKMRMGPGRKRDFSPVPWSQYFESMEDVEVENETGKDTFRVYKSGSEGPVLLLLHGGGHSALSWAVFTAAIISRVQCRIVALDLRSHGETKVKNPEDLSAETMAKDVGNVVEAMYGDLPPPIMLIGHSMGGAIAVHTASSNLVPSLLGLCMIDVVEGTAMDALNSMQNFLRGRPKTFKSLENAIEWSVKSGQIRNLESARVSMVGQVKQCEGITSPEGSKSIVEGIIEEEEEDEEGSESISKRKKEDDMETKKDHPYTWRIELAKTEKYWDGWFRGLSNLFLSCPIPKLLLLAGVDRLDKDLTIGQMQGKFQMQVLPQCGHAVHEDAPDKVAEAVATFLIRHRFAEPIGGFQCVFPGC
LYPLA2 inh = LYPLA2 (human) inhibition in PME1 counter-screen | O95372 | recombinant LYPLA2, FP-Rh probe fluorescence polarization | inhibition, % at 5.9 µM | 0.38% of 320,000 active | AID 2177;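 active = inhibition above the screen-wide mean plus 3 SD, limit set per campaign, cut at about 26% in these data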;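 note: 0% = LYPLA2 with DMSO and 100% = wells lacking LYPLA2 enzyme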
Target sequence (O95372 whole entry, looked up): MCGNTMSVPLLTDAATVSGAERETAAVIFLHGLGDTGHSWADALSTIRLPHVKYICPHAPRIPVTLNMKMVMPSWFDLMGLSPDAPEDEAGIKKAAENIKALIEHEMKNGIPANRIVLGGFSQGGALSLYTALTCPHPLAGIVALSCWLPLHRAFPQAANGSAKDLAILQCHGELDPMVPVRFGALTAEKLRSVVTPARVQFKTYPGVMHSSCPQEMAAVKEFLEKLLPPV
pPAFAH inh = inhibitors of human plasma PAF acetylhydrolase (pPAFAH) | Q13093 | recombinant pPAFAH, FP-rhodamine probe fluorescence polarization | inhibition, % at 3.39 µM | 1.5% of 330,000 active;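 active = inhibition above the mean inhibition across the screen plus 3 SD, cut at about 25% in these data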;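 note: inhibitors block binding of the rhodamine activity-based probe so polarization drops; 0% = enzyme with DMSO and 100% = wells lacking pPAFAH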
GSTO1 inh = GSTO1 inhibition, counter-screen for RBBP9 inhibitors; P78417; recombinant GSTO1, activity-based probe fluorescence polarization; inhibition, % at 5.96 µM; 1.1% of 300,000 active; AID 1974;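 active = inhibition above the campaign mean inhibition plus 3 SD, cut at about 35% in these data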;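 note: 0% = GSTO1-1 with DMSO and 100% = wells lacking GSTO1-1 enzyme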
Target sequence (P78417 whole entry, looked up): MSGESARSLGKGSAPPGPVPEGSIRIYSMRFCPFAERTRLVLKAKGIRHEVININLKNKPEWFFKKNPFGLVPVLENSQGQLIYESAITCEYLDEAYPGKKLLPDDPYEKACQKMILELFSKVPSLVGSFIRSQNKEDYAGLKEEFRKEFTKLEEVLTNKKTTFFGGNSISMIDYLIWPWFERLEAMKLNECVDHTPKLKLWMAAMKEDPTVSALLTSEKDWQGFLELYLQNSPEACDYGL
The depositor's hits bear a star; x = no result given. A portion of the library. The share of hits here may be higher or lower than overall.

SMILES | PAD4 inh | PAFAH1B3 inh | PAFAH1B2 FP inh | LYPLA1 counter | PAFAH2 inh | PME-1 primary | LYPLA2 inh | pPAFAH inh | GSTO1 inh
CN(C)c1ccc(N=Cc2nc(-c3ccccc3)oc2OC(=O)c2cccc(Br)c2)cc1 | 1 | -1 | -4 | -3 | 6 | 8 | 6 | 14 | 0
Cn1c(C(=O)NCCN2CCN(Cc3ccccc3)CC2)cc2c(=O)n(C)c3ccccc3c21 | -3 | 6 | 5 | 3 | 1 | -2 | 7 | 0 | 2
Cc1ccc(/C=C/C(=O)NCCCc2ccccc2)cc1 | 0 | 3 | 1 | 2 | -4 | -5 | 2 | 3 | -1
CC(C)NC(=O)N(C)C[C@H]1Oc2ccc(NC(=O)Nc3ccc4c(c3)OCO4)cc2C(=O)N([C@H](C)CO)C[C@@H]1C | -2 | 5 | -2 | x | 1 | x | x | 2 | x
COc1ccccc1-c1noc(COC(=O)c2ccc(Br)o2)n1 | 0 | 14 | 1 | 2 | 8 | -3 | 3 | 4 | x
O=C(Cc1ccccc1F)NC1CCCc2ccccc21 (stereo not given) | -3 | 7 | 5 | 6 | 6 | 8 | 7 | -3 | -9
CSc1ccc(CN(C)C(C)C(=O)Nc2ccc(F)c(F)c2F)cc1 (stereo not given) | -4 | 6 | 3 | 1 | 0 | -1 | 0 | 2 | 0
COc1ccc(/C=C/C(=O)N(C)C2(C)CCS(=O)(=O)C2)cc1 (stereo not given) | -6 | -2 | 4 | -1 | 4 | 5 | -3 | -1 | -2
CN(Cc1ccccc1)C(=O)c1c[nH]c2ccc(S(=O)(=O)N3CCOCC3)cc2c1=O | -3 | 6 | 0 | -2 | -3 | -1 | 5 | -1 | -1
O=C(NC1CCCC1)c1ccc(Br)s1 | -2 | -1 | 4 | 1 | -1 | -1 | 0 | 0 | -10
Cc1ccc(C)c(NC(=S)N2CCN(c3cccc(C(F)(F)F)c3)CC2)c1 | -4 | 7 | 5 | 1 | 4 | -7 | -1 | 1 | -4
O=C(NCCCNc1ccc(C(F)(F)F)cc1[N+](=O)[O-])c1ccc(Cl)cc1 | 0 | 6 | 29* | -14 | -2 | 4 | -12 | 10 | -1
Cc1ccc(C2=N/C(=C\c3cccs3)C(=O)N2Nc2ccccc2)cc1 | -2 | -2 | -5 | -11 | -4 | -9 | -17 | 4 | -2
CN(C)Cc1nc2c([nH]1)c(=O)n(C)c(=O)n2C | 0 | 3 | -2 | 0 | 3 | -8 | -8 | 5 | 0
CC(C)c1c(C(=O)N/N=C/c2ccccc2OCc2c(F)cccc2Cl)nnn1-c1nonc1N | 1 | 0 | -5 | -8 | -20 | -4 | -11 | -1 | -2
COc1cc(S(=O)(=O)Nc2c(C)cc(C)cc2C)ccc1Cl | -3 | 3 | 1 | 0 | 5 | 1 | -2 | 8 | 5
CC1CCC2(CC1)NC(=O)N(CC(=O)NCCc1c[nH]c3ccccc13)C2=O (stereo not given) | -5 | 3 | 10 | -1 | 3 | 1 | 1 | 5 | x
Cc1nn(CC(=O)OCC(=O)Nc2c(C(C)C)cccc2C(C)C)c(C)c1[N+](=O)[O-] | 0 | 0 | -1 | 0 | -10 | 1 | -3 | 2 | -1
Nc1ccn(-c2ccccc2)c(=O)c1 | -3 | -2 | -2 | 0 | -5 | -3 | 2 | 1 | 6
COc1cc(C(=O)Nc2nccs2)cc(OC)c1OC | -3 | 5 | -1 | -1 | 6 | 2 | 0 | 0 | 0
CN(C)C(=O)c1ccc(NC(=O)CSc2nnc(-c3cccs3)n2N)cc1 | 5 | 4 | 3 | 0 | 3 | 3 | 8 | 1 | x
Cc1ccc(-c2ccc3c(c2)S(=O)(=O)c2ccccc2C3=O)cc1 | 3 | x | x | -4 | x | -1 | -3 | 4 | -7
O=S1(=O)CCOCCCN1Cc1ccccc1Br | -1 | 0 | 2 | 0 | 2 | -2 | -3 | 2 | 5
C=C(C)C1CCC(C)=C1CC(C)(C)/C=N\n1cnnc1 (stereo not given) | 0 | 10 | 21 | -4 | 8 | 3 | -8 | 0 | 1
Cc1ccc(C(=O)Oc2cccc(NC(=O)c3ccccc3)c2)cc1C | -4 | -23 | -13 | -31 | -38 | -66 | -51 | -33 | -4
Going on with the list.
SMILES | PAD4 inh | PAFAH1B3 inh | PAFAH1B2 FP inh | LYPLA1 counter | PAFAH2 inh | PME-1 primary | LYPLA2 inh | pPAFAH inh | GSTO1 inh
COc1ccc(C(=O)Nc2cnc(NC(=O)c3cccs3)cc2C)cc1 | -1 | 2 | 4 | -3 | 0 | -3 | -1 | 2 | -4
COc1ccc(CCn2c(C3CCCCC3)nc3c(c(=O)c4ccccc4n3C)c2=O)cc1 | -2 | x | x | -1 | x | -1 | 0 | 2 | 0
CN(C)c1ccc(N2C(=NC(=O)c3ccccc3)SC3CS(=O)(=O)CC32)cc1 (stereo not given) | -5 | 4 | -4 | 1 | 2 | 1 | 10 | 3 | -2
O=C(N/N=C/c1c[nH]c2ccccc12)c1ccc(Cl)cc1 | -2 | 11 | 5 | 2 | 6 | 11 | 3 | 6 | 3
COC(=O)c1c(C)oc(C)c1S(=O)(=O)NCc1ccc(OC)cc1 | -3 | 12 | 0 | 2 | -4 | -6 | -3 | -5 | 3
COc1ccc(N(C(=O)c2cccnc2)S(=O)(=O)c2ccc(Cl)cc2)cc1 | 5 | 8 | 20 | 2 | -6 | -43 | -4 | 5 | 1
O=C(CNC(=O)c1ccc(Br)o1)NNC(=O)c1cccc(Cl)c1 | -8 | 9 | 3 | 2 | 1 | -2 | 3 | 0 | -11
O=C1c2ccccc2C(=O)N1CSc1nnc2c3ccccc3n(CCc3ccccc3)c2n1 | -5 | 1 | 9 | 0 | -6 | -1 | 6 | 3 | 6
COc1ccc(-c2cc3ccccc3oc2=O)cc1 | 2 | 8 | 5 | -6 | 0 | 3 | -3 | 0 | 4
C/C(=C1\SC(N2CCOCC2)=NC1=O)c1ccc(C)cc1 | 2 | 4 | 6 | -3 | 9 | 2 | -2 | 13 | 5
O=C(CSc1nc2[nH]c(=O)cc(O)c2s1)Nc1cc(Cl)cc(Cl)c1 | -2 | -7 | -3 | -17 | -6 | -4 | -11 | 13 | 4
O=C(CN1C(=O)NC(Cc2ccccc2)C1=O)Nc1ccc(F)c(F)c1F (stereo not given) | 3 | 4 | 7 | 0 | -3 | -2 | -6 | 0 | x
O=C(CSc1nnc(-c2ccc3c(c2)OCO3)o1)Nc1ncc(Cl)cc1Cl | -4 | 2 | 6 | -1 | 8 | -4 | 2 | -2 | 4
O=C(CSc1nnc(SCc2ccc(Cl)cc2)s1)N/N=C/c1ccc(Cl)cc1Cl | -3 | 1 | -4 | -4 | -8 | -5 | -5 | 1 | -2
O=C(COC(=O)c1ccc[nH]c1=O)Nc1cc(S(=O)(=O)N2CCCCC2)ccc1Cl | -4 | 4 | 4 | -1 | -2 | 1 | 4 | 0 | 2
Cc1nc(SCc2cccnc2)[nH]c(=O)c1C | -2 | 5 | -1 | 2 | 0 | -1 | 3 | 8 | 2
CCn1c(NCc2ccccc2NS(=O)(=O)c2ccc(C)cc2)nc2ccccc21 | 0 | -5 | 1 | -4 | -11 | 9 | 7 | 1 | -10
COCCn1c(SCC(=O)N2CCc3ccccc3C2)nc2ccccc2c1=O | -7 | -1 | 9 | -4 | 12 | 3 | -2 | -1 | -2
CC1CCN(C(=O)CCc2ccc(S(=O)(=O)NC(C)C)cc2)CC1 | 4 | 4 | 1 | 0 | 9 | 6 | 2 | 4 | 7
CCOC(=O)CNC(=O)COc1coc(CN2CCN(Cc3ccccc3)CC2)cc1=O | -2 | 10 | 0 | -5 | 4 | 2 | -4 | 3 | -1
Nc1nnc(SCC(=O)OCC(=O)Nc2ccccc2F)s1 | -1 | 2 | -3 | 1 | 0 | 0 | -5 | 2 | 17
Cc1cc(C)c(C(N)=O)c(Nc2ccc(F)cc2)n1 | -5 | 9 | 5 | 0 | 11 | -2 | -5 | 5 | 2
CCN1CCN(C(c2ccc(F)cc2)c2nnnn2Cc2cccs2)CC1 (stereo not given) | -2 | 11 | 6 | 3 | -4 | 0 | 5 | 5 | 4
C=CCNC(=O)c1ccccc1NC(=O)c1ccc(Cl)c(S(=O)(=O)Nc2ccccc2)c1 | -2 | 8 | -5 | -8 | 2 | -13 | -8 | 0 | -18
CC(C)(C)c1ccc(-c2noc(-c3ccc4c(c3)CCO4)n2)cc1 | -1 | 5 | -2 | -3 | -8 | -6 | -1 | -7 | 3
The results go on:
SMILES | PAD4 inh | PAFAH1B3 inh | PAFAH1B2 FP inh | LYPLA1 counter | PAFAH2 inh | PME-1 primary | LYPLA2 inh | pPAFAH inh | GSTO1 inh
C[C@]12CCC(=O)C=C1CC[C@@H]1[C@@H]2CC[C@@]2(C)[C@H]1CC[C@@]21CCC(=O)O1 | 5 | 8 | 1 | 2 | 0 | -2 | -2 | 3 | -6
Cn1ccsc1=NC(=O)c1ccc(S(C)(=O)=O)c([N+](=O)[O-])c1 | -6 | -5 | -5 | -5 | 1 | -5 | 2 | 12 | 3
Cc1ccc([N+](=O)[O-])c(OCc2ncc(Cl)n2C)c1 | -1 | 6 | 5 | 2 | -2 | -3 | 8 | 6 | -6
CC(C)(C)Cc1nnc(NS(=O)(=O)c2ccccc2)s1 | -12 | -2 | 13 | 1 | -115 | -8 | -4 | 2 | -8
CC(=O)c1cccc(NC(=O)NCc2ccc3c(c2)OCO3)c1 | -1 | 6 | 3 | -2 | -10 | 4 | 3 | 2 | -5
COc1ccc2c(c1)C(=NNC(=O)c1ccccn1)c1cc(OC)ccc1-2 | -2 | 9 | 2 | -1 | 2 | 1 | -4 | 10 | 5
CC(C)(C)c1ccc(C(=O)Cn2cnnc2C#N)cc1 | -6 | 0 | 6 | -2 | -10 | 0 | 9 | 4 | 2
Cc1ccnc(NC(=O)CCCOc2cc(=O)n(C)c3ccccc23)c1 | 3 | 3 | 6 | 0 | -3 | -4 | -8 | 0 | -1
COc1ccccc1/C=C1\SC(=S)N(CCC(=O)NCCc2ccc(O)cc2)C1=O | -2 | -15 | 2 | -19 | -6 | -16 | -26 | 7 | -5
Cc1cccc(NC(=S)N2CCN(S(=O)(=O)c3cccc(F)c3)CC2)c1 | -1 | 2 | 3 | 2 | -1 | 7 | 0 | -1 | -5
O[C@@H]1CN(Cc2ccccc2Cl)CC[C@H]1N1CCOCC1 | 3 | 2 | -4 | 3 | -2 | -2 | 5 | 1 | 6
CCn1cc(C(=O)OCc2ccc(F)cc2)c(=O)c2ccc(C)nc21 | 1 | -9 | -4 | 1 | 16 | -3 | 4 | 7 | 6
Cn1c(=O)c2c(ncn2CC(=O)Nc2nnc(Cc3ccccc3)s2)n(C)c1=O | -3 | -4 | 0 | 1 | 9 | -2 | -3 | 3 | -2
CN(CC(=O)NC1CCCCCCC1)S(=O)(=O)c1cccc2cccnc12 | -1 | -1 | -2 | -1 | 1 | 3 | 6 | 4 | 7
Cc1cc2cc(CCNC(=O)c3ccc(S(=O)(=O)N4CCCC4)cc3)c(=O)[nH]c2cc1C | -10 | 0 | 3 | -1 | -9 | 10 | -2 | -4 | -4
CCOC(=O)C1=C(COC(=O)c2c(OC)cccc2OC)NC(=O)NC1C (stereo not given) | -10 | 2 | 0 | 1 | -4 | 1 | -6 | -8 | -14
Nc1nnc(SCC(=O)N2CCN(c3ccccc3)CC2)n1-c1ccccc1 | -3 | 1 | 5 | -2 | 11 | 0 | 0 | -3 | -1
